D3 antag – blocks the human D3 dopamine receptor; D3R cells, DiscoveRx beta-arrestin luminescence, antagonist mode; stronger effect = lower value; max response, negative = inhibition, %; 360,000 compounds, 2.5% hits; AID 652054; in the data active = max response below about -50%; inconclusive = no clear call, values can overlap the other calls; note: % is set by controls: 0 for no effect and ±100 for the full control effect; mostly tested at two doses, the higher about 12 µM
Target sequence (P35462 whole entry, looked up): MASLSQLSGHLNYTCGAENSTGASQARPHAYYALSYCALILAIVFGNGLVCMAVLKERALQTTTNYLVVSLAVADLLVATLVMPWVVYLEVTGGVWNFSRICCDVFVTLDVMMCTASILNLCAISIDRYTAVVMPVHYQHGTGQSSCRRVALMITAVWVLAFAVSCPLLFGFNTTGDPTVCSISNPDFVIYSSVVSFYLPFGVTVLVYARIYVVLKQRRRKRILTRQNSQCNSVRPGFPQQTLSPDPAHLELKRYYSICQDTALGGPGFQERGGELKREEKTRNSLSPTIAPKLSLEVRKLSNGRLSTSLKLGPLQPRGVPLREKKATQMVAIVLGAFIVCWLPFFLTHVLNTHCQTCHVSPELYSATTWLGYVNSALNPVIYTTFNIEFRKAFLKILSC
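Cells plated overnight at 1500 cells/well, then exposed to library compounds with dopamine controls for 90 minutes at 37 degrees C. DiscoveRx reagent added for 30–60 minutes at room temperature; luminescence read, quantitative HTS format.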
TDP-43 yeast inh – TDP-43 toxicity inhibition in yeast | AID 652104 | TDP-43 expressing yeast growth rescue, BacTiter-Glo, 24 h | 410,000 compounds, 1.8% hits | Potency, µM (top dose mostly 46.1 µM), without a hit: at the highest dose growth rescue (activation), usual class: activators; note: potency is the fitted concentration of half-maximal effect; % of control where 0% means no effect; nearly all actives have a fitted effect of over 50% in size
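Cell-based yeast growth screen: TDP-43 expression induced in galactose, inoculum OD600=0.02 after raffinose pregrowth to mid-log. Read-out BacTiter-Glo luminescence at 24 hr, 30 deg C; inhibition of toxicity seen as signal increase.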
pAkt inh – inhibitors of Akt phosphorylation; activity change, % for hits at 50 µM; Neuro2A IGF-stimulated pAkt S473 HTRF, 20 min; stronger effect = lower value; AID 651550; 360,000 compounds, 0.32% hits; in the data active = activity change below about -80%; inconclusive = mostly about -51% to -80%; note: % is set by controls: 0 for no effect and ±100 for the full control effect
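Neuro2A cells (4,500/well, DMEM with 0.5% FBS) were treated with compound at a single 50 µM final concentration, stimulated with 6 nM IGF for 20 min at 37 °C, and lysed. Phospho-Akt Ser473 was read by HTRF as 665/615 ratio ×10^4.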
PTHR1 agonist – activates the human parathyroid hormone receptor PTHR1 | Q03431 | Potency, µM (series often up to 115 µM), for the others: at the top dose activation, hits mostly activators | 410,000 compounds, 0.075% hits | AID 743266 | HEK293 GP2 PTHR1 cells, GloSensor cAMP luminescence, 1 h; note: potency is the fitted concentration of half-maximal effect; nearly all actives have a fitted effect of over 55% in size; some results filed as inactive show a strong effect at the top dose; inactives centre near -15; many of its hits are not listed in these tables
Target sequence (Q03431 whole entry, looked up): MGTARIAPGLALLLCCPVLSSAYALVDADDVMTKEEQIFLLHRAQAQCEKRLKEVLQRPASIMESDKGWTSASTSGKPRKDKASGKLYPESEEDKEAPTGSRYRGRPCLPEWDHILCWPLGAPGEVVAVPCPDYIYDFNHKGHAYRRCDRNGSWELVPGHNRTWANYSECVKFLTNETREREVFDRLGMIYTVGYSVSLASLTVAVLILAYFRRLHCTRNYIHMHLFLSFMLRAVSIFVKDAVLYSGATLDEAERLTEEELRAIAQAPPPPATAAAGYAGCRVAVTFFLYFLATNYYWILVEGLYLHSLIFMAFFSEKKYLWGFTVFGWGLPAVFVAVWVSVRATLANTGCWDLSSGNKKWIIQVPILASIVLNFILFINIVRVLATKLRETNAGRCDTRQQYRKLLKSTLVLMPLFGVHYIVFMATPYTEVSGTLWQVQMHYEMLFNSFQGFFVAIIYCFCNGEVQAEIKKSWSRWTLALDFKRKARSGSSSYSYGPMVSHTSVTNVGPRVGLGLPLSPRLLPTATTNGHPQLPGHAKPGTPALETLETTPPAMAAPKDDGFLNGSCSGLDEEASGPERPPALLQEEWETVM
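HEK-293-derived GP2 cells expressing PTHR1 and a GloSensor cAMP reporter, 3,000/well, plated overnight, given luciferin plus IBMX (each 0.5 mM as added) for 1 h at 37 °C, then compound for 1 h at 37 °C. Luminescence was read after 15 min at room temperature.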
FUS yeast rescue – FUS proteinopathy suppression in yeast | S. cerevisiae FUS-expressing, growth rescue, OD600, 24 h | AID 1347120 | Potency, µM (series often up to 76.6 µM), for inactives: at the highest dose growth rescue (activation), usual class: activators | 390,000 compounds, 0.24% hits;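 note: potency is the fitted concentration of half-maximal effect; plate controls were DMSO vehicle for no effect and reference control for full effect; nearly all actives have a fitted effect of over 55% in size; some results filed as inactive show a strong effect at the top dose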
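Galactose (2%) drives FUS expression in yeast precultured in raffinose; seeding density OD 0.005. Test compounds incubated 24hr at 30C and 99% humidity before absorbance at 600 nm was measured.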
aSyn rescue – alpha-synuclein toxicity inhibition in yeast; AID 652106; 370,000 compounds, 0.14% hits; Potency, µM (titrated, usually from 46.1 µM), without a hit: top-dose growth rescue (activation), hits mostly activators; Yeast expressing alpha-synuclein, growth rescue, BacTiter-Glo, 24 h; note: potency is the fitted concentration of half-maximal effect; % of control where 0% means no effect; nearly all actives have a fitted effect of over 65% in size
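Readout is rescue of growth in alpha-synuclein-expressing yeast, so inhibitors of toxicity appear as activators. Growth after 24 hr at 30 deg C in galactose medium is quantified by luminescence.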
GLP1R ag – GLP-1 receptor (human) agonism. AID 624172. Potency, µM (highest dose often 45.6 µM), without a hit: top-dose activation, hits mostly activators. 380,000 compounds, 0.007% hits. HEK293 GLP-1R CRE-luciferase, luminescence, 4-6 h; cells express a hypersensitive GLP-1R form. P43220; note: potency is the fitted concentration of half-maximal effect; % of control where 0% means no effect
Abeta rescue – compounds reversing amyloid beta toxicity in yeast | 410,000 compounds, 0.063% hits | yeast expressing A-beta42, growth rescue, OD600, 48 h; response scale: 0% DMSO, 100% iron-clioquinol control | Potency, µM (highest dose often 46.1 µM), inactives show at the top dose growth rescue, actives largely listed as activators | AID 1347071; note: potency is the fitted concentration of half-maximal effect; nearly all actives have a fitted effect of over 55% in size
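Yeast growth medium received pinned compounds, then yeast cells expressing toxic A-beta were added; plates incubated at 30 C for 48 hr. Growth read as absorbance at 600 nm, normalized to DMSO and equimolar FeCl3 plus clioquinol controls.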
GLP1R inv ag – GLP-1 receptor (human) inverse agonism | HEK293 GLP-1R CRE-luciferase, luminescence, 24 h; GLP-1R form is constitutively active | AID 624417 | P43220 | 410,000 compounds, 1.6% hits | Potency, µM (highest dose often 38.3 µM), for the others: at the top dose activity change, negative = inhibition, actives largely listed as inhibitors; note: potency is the fitted concentration of half-maximal effect; % is set by controls: 0 for no effect and ±100 for the full control effect; nearly all actives have a fitted effect of over 55% in size
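qHTS in 1536-well format: reporter HEK293 cells expressing constitutive GLP-1R activity in DMEM + 10% Nu serum, 24 hr with compounds at 37 deg C, luminescence read after 12 min with detection reagent.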
An asterisk follows results filed as active; i = inactive; ? = inconclusive; nt = not tested or not shown; & = joins results of further samples; [ ] = dose if it differs, or a comment. Unless noted, calls come from the whole dose curve; as a rule, active = well fitted curve in the direction sought with a large enough effect; inconclusive = small, poorly fitted or top-dose-only effect, or another doubt; inactive = no such curve, though single readings can be large; an effect the other way counts as inactive or inconclusive. This is a subset. The share of hits here may be higher or lower than overall.

Every second line gives: D3 antag | TDP-43 yeast inh | pAkt inh | PTHR1 agonist | FUS yeast rescue | aSyn rescue | GLP1R ag | Abeta rescue | GLP1R inv ag
C=CCOc1ccc(CNc2ccc3[nH]c(=O)[nH]c3c2)cc1OCC
→ 13 | -15% | i | i | 29% | -2% | ? | -16% | 89%[activator]
O=C1Nc2cc(C(=O)NCCCN3CCCC3)ccc2S/C1=C\c1ccccc1
→ -18 | 8% | i | i | 28% | 0% | 19% | -26% | 10µM*
O=C(OCc1ccc([N+](=O)[O-])cc1Cl)c1cnccn1
→ 3 | 29% | i | i | -7% | 3% | -1% | -8% | 10%
CCCN(Cc1ccccc1)C(=S)Nc1ccc(OC(F)F)cc1
→ 15 | ? | i | -5% | nt | -3% | 5% | 29% | ?
Cc1ccc(C)c(-c2nn(CC(=O)Nc3cc(F)ccc3F)c(=O)c3c2CCCC3)c1
→ nt | 30% | nt | -21% | 39% | nt | nt | 17% | ?
CCCCNC(=O)c1sc(=S)n(-c2ccccc2OC)c1N
→ 18 | 15% | i | -8%[57.5 µM] | 17% | 0% | -7% | 4% | 3%
O=c1[nH]nc(SCc2nnc(-c3cccc(Cl)c3)o2)n1C1CCCCC1
→ 6 | -6% | i | -33% | 1% | 10% | 11% | 11% | -16%
CC(=O)C1(C)OC(N)=C(C#N)C(c2ccccc2)C1(C#N)C#N (stereo not given)
→ 21 | -4% | nt | -2%[57.5 µM] | 16% | 3% | 5% | -3% | 4%
COc1ccc(CCN2CC(C(=O)NCCN3CCNC3=O)CCC2=O)cc1 (stereo not given)
→ -14 | -7% | i | 0% | 25% | -1% | -6% | -18% | -1%
CCOc1ccc(S(=O)(=O)NCCC(=O)N(CC)CC(=O)Nc2c(F)cccc2F)cc1
→ 12 | -19% | i | i | 3% | 2% | 13% | -4% | 40%[activator]
O=C(c1cccs1)N1CCN(c2ccc([N+](=O)[O-])cc2F)CC1
→ -1 | 21% | i | -27% | 6% | 2% | 5% | -16% | 4%
N#CC(C#SN)=C1CCCCC1
→ ? | 2% | i | i | -2% | -6% | -3% | -2% | 16%
COc1cccc(NC(=O)N(CCCN2CCOCC2)C(C)c2cc3ccccc3o2)c1 (stereo not given)
→ -70* | -19% | i | i | ? | 0% | 8% | -20% | 0%
O=C(C1CCC(Cn2c(=S)[nH]c3ccccc3c2=O)CC1)N1CCN(c2ccccc2)CC1 (stereo not given)
→ 13 | ? | i | -32%[inhibitor] | ? | 10% | -11% | 11% | 3.5µM*
CCCCCNC(=O)CSC1=N/C(=C\c2ccc(Cl)c(Cl)c2)C(=O)N1CC
→ -20 | 8% | i | -4%[57.5 µM] | 9% | -4% | -6% | 3% | 11%

New compounds follow.
Every second line gives: D3 antag | TDP-43 yeast inh | pAkt inh | PTHR1 agonist | FUS yeast rescue | aSyn rescue | GLP1R ag | Abeta rescue | GLP1R inv ag
CC1(C)Cc2c(c(-c3ccccc3Cl)[nH]c(=O)c2C#N)CO1
→ 0 | 4% | i | i | 9% | 3% | 0% | 13% | 28%
O=c1cc(Cl)[nH]c(=O)n1CCNc1ncc(C(F)(F)F)cc1Cl
→ 43 | -8% | i | -20%[57.5 µM] | -13% | -14% | -17% | 1% | -23%
CCCCn1cc(S(=O)(=O)c2cc(C)ccc2C)c(=O)c2cc(F)c(F)cc21
→ nt | 17% | nt | i | 19% | nt | nt | -10% | 22%
COc1ccc(CNC(=O)CSc2ncnc3nc[nH]c23)cc1
→ -8 | 0% | i | i | 24% | -1% | -3% | 26% | 9%
O=C(CSCc1ccc(Cl)cc1)NN=C1CCCCCC1
→ -12 | 4% | i | i | 2% | 1% | 2% | 1% | 10%
CCOC(=O)CCn1nc(-c2ccc(C)cc2)c2ccccc2c1=O
→ 5 | ? | i | -38%&-42%[inhibitor] | 14%&24% | 7% | 20% | -6%&-28% | ?
O=C(NCCN1CCOCC1)c1ccc2c(c1)N(Cc1ccccc1)C(=O)CS2
→ 15 | 0% | nt | i | 21% | -2% | -7% | 4% | 2%
CCOC(=O)c1cnn(-c2ccc(C(F)(F)F)cn2)c1N
→ -9 | -3% | i | -2%[57.5 µM] | -2% | -11% | -10% | 1% | 2%
CC(=O)Nc1ccc(N/C=C(\C#N)S(=O)(=O)c2ccc(Cl)cc2)cc1
→ 1 | -13% | i | i | 27% | 0% | 9% | 8% | 7%
CCN(Cc1nc(-c2cccc(C)c2)no1)C(=O)c1ccc2c(c1)OCO2
→ -7 | 19% | i | -30% | 49% | 12% | 3% | -26% | ?
Nc1nnc(Cc2ccc(Cl)cc2)s1
→ -19 | 7% | i | -23%[57.5 µM] | -14% | 0% | -1% | 0% | -22%
COc1ccc(NCc2cccnc2)cc1
→ 6 | 0% | i | i | 14% | 1% | -1% | 1% | 8%
Cc1nc(SCC(N)=O)[nH]c(=O)c1CCC(C)C
→ 6 | -1% | i | -18%[57.5 µM] | -9% | 5% | -3% | 8% | 5%
Cc1ccc(-c2nc3ncccc3o2)cc1NC(=O)c1ccc(-c2ccc(Cl)cc2)o1
→ nt | 25% | nt | -3% | 5% | nt | nt | 17% | 0%
CC(OC(=O)c1ccc2ncsc2c1)C(=O)Nc1cccc(Cl)c1 (stereo not given)
→ 0 | 6% | i | -22% | -24% | 1% | 14% | -5% | 5%

Record cards (already shown).
Profile of `CC(=O)Nc1ccc(N/C=C(\C#N)S(=O)(=O)c2ccc(Cl)cc2)cc1` = D3 antag: 1; TDP-43 yeast inh: -13%; pAkt inh: i; PTHR1 agonist: i; FUS yeast rescue: 27%; aSyn rescue: 0%; GLP1R ag: 9%; Abeta rescue: 8%; GLP1R inv ag: 7%
Profile of `CCN(Cc1nc(-c2cccc(C)c2)no1)C(=O)c1ccc2c(c1)OCO2` = D3 antag: -7; TDP-43 yeast inh: 19%; pAkt inh: i; PTHR1 agonist: -30%; FUS yeast rescue: 49%; aSyn rescue: 12%; GLP1R ag: 3%; Abeta rescue: -26%; GLP1R inv ag: ?
Profile of `COc1ccc(NCc2cccnc2)cc1` = D3 antag: 6; TDP-43 yeast inh: 0%; pAkt inh: i; PTHR1 agonist: i; FUS yeast rescue: 14%; aSyn rescue: 1%; GLP1R ag: -1%; Abeta rescue: 1%; GLP1R inv ag: 8%

Remaining list, next part
Every second line gives: D3 antag | TDP-43 yeast inh | pAkt inh | PTHR1 agonist | FUS yeast rescue | aSyn rescue | GLP1R ag | Abeta rescue | GLP1R inv ag
COc1ccc(/C=C2\Sc3ccc(C(=O)N4CCCC4)cc3N(C)C2=O)cc1OC
→ 1 | -10% | i | i | -16% | 1% | 15% | 2% | 151%[activator]
CCOC(=O)C1(C)CCCN(C(=O)c2cccs2)C1 (stereo not given)
→ -28 | -8% | i | -6% | -4% | -3% | -8% | 2% | 20%
Cc1cc(S(=O)(=O)NCC(c2ccc(N(C)C)cc2)N2CCOCC2)ccc1F (stereo not given)
→ nt | 14% | nt | -37%[inhibitor] | -5% | nt | nt | -11% | 2%
C[C@H](CO)N1C[C@H](C)[C@@H](CN(C)C(=O)c2ccccc2)OCc2cnnn2CCCC1=O
→ 8 | 25% | i | i | -6% | -5% | -8% | 4% | 13%
CC(C)(C)c1ccc(S(=O)(=O)N2CCN(CCC#N)CC2)cc1
→ -12 | -7% | i | -41%[inhibitor] | -9% | 0% | -3% | 0% | 10%
N/C(=N\OC(=O)N1CCOCC1)c1ccc(Cl)cc1
→ 1 | 29% | i | 8% | nt | -12% | 0% | -17% | 31%
CN1CCc2nc(SCC(=O)Nc3ccc(Cl)cc3)c(C#N)cc2C1
→ -60* | 14% | i | -8%[57.5 µM] | 12% | 4% | 5% | 9% | -23%
O=C(O)CCCCCn1c(SCC(=O)c2ccc(O)c(O)c2)nc2ccsc2c1=O
→ 9 | 5% | i | i | nt | -1% | 0% | 9% | 14%
O=C(CCc1nc(-c2ccccc2F)no1)Nc1cccc(C(F)(F)F)c1
→ nt | 6% | nt | i | 21% | nt | nt | -3% | ?
CCN(CC)S(=O)(=O)c1ccc(C(=O)NC(=S)N2CCCCC2C)cc1 (stereo not given)
→ -3 | 22% | i | -8% | 16% | 7% | -3% | 11% | -26%
Cc1ccc2ncc(C(=O)NCCc3ccc(S(N)(=O)=O)cc3)c(=O)n2c1
→ nt | 7% | nt | 20% | -1% | nt | nt | -5% | 8%
O=C(O)c1ccc(Nc2nc3ccccc3nc2NS(=O)(=O)c2cccs2)cc1
→ -5 | -11% | i | -41%[inhibitor] | 2% | 0% | -1% | 16% | 2%
CC(OC(=O)c1ccc(S(=O)(=O)N(C)c2ccccc2)cc1)C(=O)NCCC1=CCCCC1 (stereo not given)
→ -4 | 2% | i | i | -4% | 3% | 6% | 18% | -14%

Some of the entries so far, tab-delimited:
mol	D3 antag	TDP-43 yeast inh	pAkt inh	PTHR1 agonist	FUS yeast rescue	aSyn rescue	GLP1R ag	Abeta rescue	GLP1R inv ag
CC(OC(=O)c1ccc(S(=O)(=O)N(C)c2ccccc2)cc1)C(=O)NCCC1=CCCCC1 (stereo not given)	-4	2%	i	i	-4%	3%	6%	18%	-14%
CN1CCc2nc(SCC(=O)Nc3ccc(Cl)cc3)c(C#N)cc2C1	-60*	14%	i	-8%[57.5 µM]	12%	4%	5%	9%	-23%
O=C(O)c1ccc(Nc2nc3ccccc3nc2NS(=O)(=O)c2cccs2)cc1	-5	-11%	i	-41%[inhibitor]	2%	0%	-1%	16%	2%
